Screens from PubChem BioAssay.
Insulin prom inh: inhibitors of insulin promoter-driven GFP, primary screen, imaging, TRM-6 cells (human fetal islet line), eGFP reporter, cell count | reporter expression induced with tamoxifen | inhibition, % at 2 µM | 130,000 tested, 0.9% active;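 active = inhibition above the mean plus 3 SD, with well images judged a real hit on visual review, cut at about 60% in these data, passing the limit was not always enough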
sdo1 growth: growth rescue of sdo1-depleted yeast, primary screen, S. cerevisiae, bone marrow failure model; S. cerevisiae sdo1-depleted JHY4D growth rescue, OD600 30 h; active compounds read high; pdr5 snq2 efflux-pump mutant strain; z-score at 10 µM; 140,000 tested, 0.21% active; AID 817, 2007;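 active = z-score above 3 at both the 24 hr and the 30 hr optical density reads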;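 also: z-score against mean and SD of all compound wells on the same plate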
sdo1 growth Rescue 24 h: second read-out of sdo1 growth, no call of its own (marks repeat the call); z-score; S. cerevisiae sdo1-depleted JHY4D growth rescue, OD600; measured here: growth rescue at 24 h;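 0 is the plate mean of compound wells and units are plate SD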
* = called active by the depositor; x = not tested or not shown.

SMILES	Insulin prom inh	sdo1 growth	sdo1 growth Rescue 24 h
CCc1sc(N(C(=O)Cc2ccccc2)c2cccc(F)c2)nc1-c1ccc(C)cc1	12	1.4	2.3
C=C(C)CN1CCN(c2ccc(N3C(=O)CCCC3=O)cc2[N+](=O)[O-])CC1	-8	x	x
C=CCn1c(Cc2cccs2)nnc1SCC(=O)c1ccc(F)cc1	17	-0.64	-0.75
COC(=O)C1CCN(C(=O)Nc2ccc(OC)cc2)CC1	-24	0.12	-0.59
Cc1ccc(S(=O)(=O)N2CCCN(S(=O)(=O)C3CCS(=O)(=O)C3)CC2)cc1 (stereo not given)	-12	0.32	-0.11
C=CCSc1nnnn1-c1ccc(OC)cc1	37	1.1	0.97
CCOC(=O)C1CCC(CNCc2ccc(Cl)cc2)CC1 (stereo not given)	-20	-2.2	-1.5
Cc1ccc2[nH]c(=O)c(CN(CCCO)S(=O)(=O)c3cccc4nsnc34)cc2c1	x	0.24	0.42
CCC(C)NC(=S)Nc1ccccc1OC (stereo not given)	38	-0.98	-1.5
CCOc1ccccc1NC(=O)c1ccc(OCC)c([N+](=O)[O-])c1	x	-0.02	0.65
COc1ccc(NC(=O)CN(Cc2ccccc2)S(C)(=O)=O)cc1	34	1.3	1.6
Cn1c(CO)cnc1SCc1ccc(Cl)cc1	-7	1.9	1.6
O=C(NCCc1c[nH]c2ccccc12)/C(=C\c1ccco1)NC(=O)c1ccco1	0	1.3	1.9
Cc1ccc(C(=O)Nc2cc(-c3ccn[nH]3)c(C)n(N)c2=O)cc1	-12	x	x
CC(=O)N1N=C(c2ccccc2)CC1c1cn(C)c2ccccc12 (stereo not given)	-32	-0.68	-0.54
COc1cccc(/C=C/C(=O)OCC(=O)Nc2cccc(S(=O)(=O)N(C)C)c2)c1	35	x	x
Nc1nnnn1/N=C/c1cccs1	x	-0.88	0.11
N#C/C(=C\c1ccc(C(=O)O)cc1)c1ccccn1	56	x	x
O=C(Nc1ccccc1)C1(c2ccccc2)CC1(Cl)Cl (stereo not given)	-7	-0.99	-0.04
COC(=O)c1sc(NC(=S)NC(=O)c2ccccc2)nc1C	x	-0.48	-0.06
O=C(Cn1cnc2c(nnn2-c2ccccc2)c1=O)NCc1ccco1	x	0.88	0.67
CCN(CCO)C(=O)CC(c1ccccc1)c1cc(Br)ccc1O (stereo not given)	-60	0.87	0.32
COc1ccc(C2=NOC(C(=O)NCc3ccco3)C2)cc1 (stereo not given)	15	-0.56	-0.89
OCC1(CCc2ccccc2)CCN(Cc2c(F)ccc(F)c2F)CC1	-22	x	x

A portion of the results above, as a working copy:
SMILES	Insulin prom inh	sdo1 growth	sdo1 growth Rescue 24 h
COC(=O)c1sc(NC(=S)NC(=O)c2ccccc2)nc1C	x	-0.48	-0.06
O=C(Cn1cnc2c(nnn2-c2ccccc2)c1=O)NCc1ccco1	x	0.88	0.67
CCN(CCO)C(=O)CC(c1ccccc1)c1cc(Br)ccc1O (stereo not given)	-60	0.87	0.32
COc1ccc(C2=NOC(C(=O)NCc3ccco3)C2)cc1 (stereo not given)	15	-0.56	-0.89

Going on with the list:
SMILES	Insulin prom inh	sdo1 growth	sdo1 growth Rescue 24 h
CC(O)CNc1nc2ccccc2n1-c1ncnc2sc3c(c12)CCC3 (stereo not given)	x	-1.3	-1.2
O=C(Nc1sc2c(c1C(=O)NC1CC1)CCCCCC2)c1ccco1	-5	-1.5	-0.18
O=C(CN1CCC2(CC1)OCCO2)c1c[nH]c2ccccc12	x	0.61	1.1
CC1=C(C#N)C(NC(=O)c2ccco2)(C(F)(F)F)C(=O)N1 (stereo not given)	-45	1.2	0.85
Cc1[nH][nH]c(=O)c1N=Nc1ccccc1C#N	36	x	x
O=c1cc(NC2CCCCC2)c2ccccc2o1	38	-0.28	-0.59
O=C(Cn1cccc1C(=O)c1ccccc1)NCc1ccccc1	1	1.8	1.8
O=C(CN1C(=O)c2ccccc2S1(=O)=O)NC1CCCC1	-400	0.15	-0.29
CCOC(=O)CSc1nnc(-c2cccc(Br)c2)o1	-43	-0.72	-0.84
C=CCNc1nnc(SCC(=O)N2CCCCC2)c2ccccc12	x	0.82	0.39
O=C(c1cccs1)N(CC1CCCO1)c1nc(-c2ccccc2)cs1 (stereo not given)	27	0.45	1.8
O=C(c1ccco1)c1cn(CC(=O)N2CCCCC2)c2ccccc12	-50	-0.01	0.28
CC(C)(C)c1ccc(C(=O)CSc2ncn[nH]2)cc1	-3	-0.38	-0.65
COc1cccc(-c2nc(C(N)=O)c3[nH]c(=O)n(-c4ccccc4)c3n2)c1OC	57	-0.34	-0.78
CC(=O)Nc1ccc(S(=O)(=O)NNC(=O)c2ccc(C)cc2)cc1	48	-0.21	-1.1
Cc1nn(Cc2ccccc2Cl)c(C)c1NC(=O)Cn1nc([N+](=O)[O-])c(Cl)c1C	-17	-0.62	-0.89
CC(C)C(NC(=O)c1ccccc1F)C(=O)NCCc1ccccn1 (stereo not given)	-100	x	x
CN1CCc2nc(SCCOc3ccccc3)c(C#N)cc2C1	43	0.1	-0.34
Cc1c(=O)n(OCc2c(F)cccc2F)c2ccccc2[n+]1[O-]	16	x	x
N#CC(C#N)=C(Nc1ccc(F)cc1)SCc1cccc(F)c1	38	-0.13	0.01
O=c1[nH]nc(Sc2ncnc3sccc23)n1CCc1ccccc1	x	0.01	-0.76
COC(=O)c1ccc(CNC(=O)COC(=O)C23CC4CC(CC(C4)C2)C3)cc1	47	-0.37	-0.89
CCc1cc2ccccc2nc1SCC(=O)N1CCN(C(=O)c2ccco2)CC1	16	-0.81	-0.69
Cc1ccc(CN2CCN(/N=C/c3ccc(C)s3)CC2)cc1	-22	-0.64	-1.3
COc1ccc(-c2cnnc(N/N=C/c3ccc(O)cc3)n2)cc1	50	x	x
Cc1c(C(=O)N2CCCCC2)nn(-c2ccc(Cl)cc2)c(=O)c1C#N	-71	x	x
CCOc1ccc(NC(=O)COc2ccc(C(=O)NC3CCCc4ccccc43)cc2OC)cc1 (stereo not given)	12	-1.1	-0.14
C/C(CCc1ccc2c(c1)OCO2)=N\NC(=O)c1ccccc1	13	2.1	1.3
Cc1ccccc1Cn1cnc2c(oc3ccccc32)c1=O	41	x	x
Cc1ccc(C(=O)OC/C(O)=C(\C#N)c2nc3ccccc3[nH]2)cc1S(=O)(=O)N1CCOCC1	x	-0.82	-1.7
Clc1ccccc1CSC1=NCCCN1	20	0.11	-1.9
CC(C)(C)OC(=O)N1CCC(C(=O)N2CCCCCC2)CC1	19	-0.17	-0.01
O=C(Nc1ccc(N2CCCCC2)c(C(=O)O)c1)c1ccco1	-234	0.92	0.7
COc1ccc(C2CC(c3cccc(C)c3)n3ncnc3N2)cc1 (stereo not given)	x	0.1	0.05
O=[N+]([O-])c1ccc(/C=N/n2c(-c3cccnc3)n[nH]c2=S)cc1	x	-1.1	-0.97
CCCN(CCC)c1nc(Cl)nc(NCCN2CCOCC2)n1	-75	x	x
CN(C)C(=O)c1c2c(nc3ccccc13)-c1ccccc1CC2	x	-1.3	-1.7
N#CCC(=O)Nn1c(=S)[nH]c2ccccc2c1=O	20	x	x
Cc1nnc(SCC(=O)Nc2nccs2)s1	0	-0.65	-1.1
CCN=C1SC(C(N)=O)CC(=O)N1CC (stereo not given)	-12	0.12	-0.89
COc1ccccc1C(=O)NC(=S)/C=C1/N(C)c2ccccc2C1(C)C	32	-0.86	-0.35
CC(=O)Nc1ccc(S(=O)(=O)Nc2ccc(N3CCOCC3)cc2)cc1	x	0.09	-0.46
COc1ccc(N(C(=O)c2ccc(Br)o2)C2C=CS(=O)(=O)C2)cc1 (stereo not given)	x	-0.16	0.1
COc1ccc(CCNC(=O)c2cc(S(=O)(=O)N(C)c3ccccc3)ccc2Cl)cc1	-47	0	0.54
Cc1ccc(NCc2ccccc2O)c(C)c1	-83	x	x
CC1=NOC(=O)/C1=C\c1ccc(-c2ccccc2Br)o1	-14	x	x
Cc1nn(C)c(C)c1C1C(C#N)=C(N)OC2=C1C(=O)CCC2 (stereo not given)	x	0.57	0.51
COc1ccc(CCNC(=O)c2cc(=O)[nH]c3ccc(Br)cc23)cc1OC	55	0.58	-0.6
CC(C)C(=O)Nc1cccc(S(=O)(=O)c2cccc(NC(=O)C(C)C)c2)c1	-488	0.68	-0.09
Cc1cccc(OCC(=O)Nc2ccccc2N2CCCCC2)c1	41	-0.16	-0.28
Brc1cc2c(cc1Br)OCCOCCOCCOCCO2	-27	x	x
O=C(Nc1cnccn1)c1cccc(C(F)(F)F)c1	-200	-0.35	-0.52
COCCNC(=O)/C(C#N)=C/c1ccc(SC)cc1	-33	x	x
CCOC(=O)C1=C(C)Nc2ncnn2C1c1cc(Br)ccc1F (stereo not given)	-61	-1.1	-1
CCOP(=O)(OCC)C(NC(=O)Nc1ccc(Cl)cc1)C(N)=O (stereo not given)	12	0.85	-0.68
Cc1nn(Cc2ccccc2Cl)c(Cl)c1/C=C/C(=O)OCC(=O)NC(N)=O	4	-0.64	0.13
O=C(c1ccccc1)N1CC(COc2ccccc2)OC(c2cccnc2)O1 (stereo not given)	6	-2.7	-1.4
O=C(NCCc1ccncc1)Nc1ccccc1	-51	0.11	-0.61
CCOC(=O)c1cc(NC(=O)COc2ccc([N+](=O)[O-])cc2)cc(C(=O)OCC)c1	32	0.16	0.15
CC1(c2ccccc2)NC(=S)N2C1NC(=S)N2c1ccccc1 (stereo not given)	41	0.72	0.53
Next part:
SMILES	Insulin prom inh	sdo1 growth	sdo1 growth Rescue 24 h
Cc1[nH]nc(Nc2ccccc2)c1[N+](=O)[O-]	x	-0.34	-1.3
COc1ccccc1-c1c(C)c(C)nc(N)c1C#N	x	0.5	-0.29
Cc1ccc(Cn2cccc2C2=NC(C)CO2)cc1 (stereo not given)	16	-0.52	-0.23
CCn1c(SCC(N)=O)nnc1-c1ccc2[nH]c(C)c(C)c2c1	54	1.1	1.3
CN(C)c1ccc(NC2=C(Cl)C(=O)c3ccccc3C2=O)cc1	-50	-0.02	-0.12
COc1ccc(C(OCC2CO2)c2ccc(OC)cc2)cc1 (stereo not given)	77*	x	x
CCC(C(=O)c1ccc2ncccc2c1)c1ccccc1 (stereo not given)	x	-1.3	-1
Cc1ccc(-c2noc(CN(C(=O)C34CC5CC(CC(C5)C3)C4)C(C)C)n2)cc1	-69	-0.67	0.69
Cc1nc2c3ccccc3n(CCN3CCCCC3)c2s1	-138	0.23	1.4
CCc1nnc(SCC(=O)Nc2ccccc2)nc1CC	-36	0.4	0.02
CC(=O)c1cccc(NC(=O)c2ccc(N(Cc3ccccc3)S(C)(=O)=O)cc2)c1	-179	-0.08	-0.69
COc1cccc(N(C(=O)CNC(=O)c2ccco2)C(C(=O)NC2CCCC2)c2ccncc2)c1 (stereo not given)	10	0	-0.82

Given with each value named: entries from further up.
> COc1ccc(C(OCC2CO2)c2ccc(OC)cc2)cc1 (stereo not given)
  Insulin prom inh: 77*
  sdo1 growth: x
  sdo1 growth Rescue 24 h: x

> CCC(C(=O)c1ccc2ncccc2c1)c1ccccc1 (stereo not given)
  Insulin prom inh: x
  sdo1 growth: -1.3
  sdo1 growth Rescue 24 h: -1

> Cc1ccc(-c2noc(CN(C(=O)C34CC5CC(CC(C5)C3)C4)C(C)C)n2)cc1
  Insulin prom inh: -69
  sdo1 growth: -0.67
  sdo1 growth Rescue 24 h: 0.69

> Cc1nc2c3ccccc3n(CCN3CCCCC3)c2s1
  Insulin prom inh: -138
  sdo1 growth: 0.23
  sdo1 growth Rescue 24 h: 1.4

Further entries.
SMILES	Insulin prom inh	sdo1 growth	sdo1 growth Rescue 24 h
Cn1c(N)c(C(=O)c2cc(-c3ccccc3)nc3ccccc23)c(=O)n(C)c1=O	49	1	0.58
O=C(Nc1ccc(C(F)(F)F)cc1)C1(c2ccccc2)CC1	-16	-1.1	-1
COC(=O)CCC(=O)Nc1ccccc1C(N)=O	x	-0.22	-0.49
CCOC(=O)c1nn(-c2ccc(C)cc2)c2nc(Nc3ccccc3)cc(=O)n12	21	-0.76	0.43
O=c1n(-c2ccccc2)c(=O)n2n1CC(O)C2	-33	x	x
CSc1nnc(-c2ccccc2)o1	25	0.61	-0.12
CC1CCN(CCCNC(=O)c2ccc(CSCc3cccc(Cl)c3)o2)CC1	-25	0.41	0.35
CCN(CC)C(=O)c1c(C)[nH]c(=S)c(C#N)c1-c1ccco1	-27	x	x
c1ccc2c(c1)[nH]c1c(N3CCCC3)ncnc12	x	1.5	1
Cc1cc(N2CCCCC2)n2nc(C)c(-c3ccccc3)c2n1	x	-0.98	-0.44
Cc1nn(Cc2ccccc2)c(C)c1NC(=O)c1cc(-c2cccs2)on1	x	-1.3	-1
Cc1nn(C(=O)c2cccs2)c(C)c1CN1C(=O)c2ccccc2C1=O	-14	-0.43	1.2
S=C(NCc1ccccc1)NCc1ccc(CNC(=S)NCc2ccccc2)cc1	-71	-0.19	-0.12
CC(C)c1onc(C(=O)N(C)Cc2ccccc2)c1[N+](=O)[O-]	27	1.3	1
CCCn1c(SCC(=O)Nc2nc(-c3ccc(OC)cc3)cs2)nc2c1c(=O)n(C)c(=O)n2C	21	-0.47	-0.01
CC(=O)c1cc(C#N)c(SCC(=O)O)nc1C	9	0.32	0.24
CCCCOc1ccc(-c2nnc(-c3ccncc3)o2)cc1	5	0.12	0.6
COc1ccc(-c2nnc(NC(=O)c3ccc(S(=O)(=O)N4COCC4(C)C)cc3)o2)cc1	x	1.2	0.62

A second format for 2 compounds above.
Each structure is followed by: Insulin prom inh | sdo1 growth | sdo1 growth Rescue 24 h
> CC(=O)c1cc(C#N)c(SCC(=O)O)nc1C
  9 | 0.32 | 0.24
> CCCCOc1ccc(-c2nnc(-c3ccncc3)o2)cc1
  5 | 0.12 | 0.6
